# Compound activity: PubChem, several laboratories
# SKN-1 block = blocks SKN-1 activity in C. elegans; C. elegans VP596 Pgst-4::GFP/RFP ratio, acrylamide-induced, 24 h; inhibition, % at 21.8 µM; 0.49% of 360,000 active; AID 624304;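 active means interference check ratio from 0.5 to 1.5 plus GFP to RFP signal ratio inhibition reaching or exceeding a fixed threshold, cut at about 30% in these data, passing the limit was not always enough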; further: some compounds called inactive have numbers as strong as hits
# PABP1 MLLE inh = inhibitors of microRNA-mediated deadenylation, human PABP1 MLLE binding; AID 588489; P11940; 0.36% of 360,000 active; GST-MLLE / FITC-PAM2 fluorescence polarization; inhibition, % at 20 µM; in the data active means inhibition above about 35%, passing the limit was not always enough;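 further: plate controls were DMSO wells with GST-MLLE for no effect and wells lacking GST-MLLE protein for full effect; some results filed as inactive read as strong as hits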
# Target sequence (P11940 whole entry, looked up): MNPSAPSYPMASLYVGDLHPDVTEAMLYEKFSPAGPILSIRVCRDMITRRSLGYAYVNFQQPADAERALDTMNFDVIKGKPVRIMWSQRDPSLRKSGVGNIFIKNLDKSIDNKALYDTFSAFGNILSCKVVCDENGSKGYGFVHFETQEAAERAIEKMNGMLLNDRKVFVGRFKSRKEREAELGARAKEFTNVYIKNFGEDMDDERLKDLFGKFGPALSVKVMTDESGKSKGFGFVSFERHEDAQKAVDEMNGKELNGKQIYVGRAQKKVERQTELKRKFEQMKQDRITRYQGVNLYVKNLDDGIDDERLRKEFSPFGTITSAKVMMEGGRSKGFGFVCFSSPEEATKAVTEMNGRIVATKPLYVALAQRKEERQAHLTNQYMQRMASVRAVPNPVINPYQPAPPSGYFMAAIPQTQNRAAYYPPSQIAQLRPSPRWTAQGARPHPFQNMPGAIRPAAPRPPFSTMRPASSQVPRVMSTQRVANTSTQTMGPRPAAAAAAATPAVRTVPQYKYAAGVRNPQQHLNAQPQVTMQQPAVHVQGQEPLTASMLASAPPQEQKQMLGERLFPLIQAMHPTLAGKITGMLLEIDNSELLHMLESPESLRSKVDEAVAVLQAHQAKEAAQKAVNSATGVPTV
# Rin1 Abl inh = blocks binding of human Rin1 to Abl. P00519+Q13671. AID 588664. inhibition, % at 7.35 µM. TR-FRET Rin1/Abl binding, biochemical. 0.4% of 360,000 active; in the data active means inhibition above about 5%, passing the limit was not always enough
# CSN deneddyl inh = inhibitors of human CSN-mediated cullin deneddylation; Purified CSN, SCF-Nedd8-OG deneddylation, fluorescence polarization; inhibition, % at 12.5 µM; 0.38% of 360,000 active; Q92905;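 active means pattern-corrected inhibition above about 35%, with an unprinted fluorescence ratio check between 0.5 and 1.5, limit read from the data, passing the limit was not always enough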;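 further: 0% = enzyme with substrate and 100% = substrate without enzyme; some results filed as inactive read as strong as hits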
# Target sequence (Q92905 whole entry, looked up, one chain of several): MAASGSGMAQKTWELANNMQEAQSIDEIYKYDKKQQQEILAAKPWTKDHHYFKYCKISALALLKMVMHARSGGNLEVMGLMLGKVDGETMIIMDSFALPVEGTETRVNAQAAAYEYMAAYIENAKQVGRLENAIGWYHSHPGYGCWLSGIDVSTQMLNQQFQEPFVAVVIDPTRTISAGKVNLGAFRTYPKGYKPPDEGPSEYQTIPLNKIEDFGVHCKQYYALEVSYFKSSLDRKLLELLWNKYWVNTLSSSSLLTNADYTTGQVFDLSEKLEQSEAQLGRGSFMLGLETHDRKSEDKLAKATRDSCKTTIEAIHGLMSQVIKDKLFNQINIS
#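 Test system: Human Csn5 produced in HEK293T cells | Compound: 12.5 µM single point | Times: 90 min, room temperature | Signal: Fluorescence polarization readout | Read-out basis: % inhibition of substrate cleavage by Csn5 | Controls: no-enzyme wells high, enzyme-with-substrate wells low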
# Neddyl block = blocks human cullin neddylation; P61081+Q13564; TR-FRET cullin neddylation, biochemical; calls only at 25 µM; 0.58% of 360,000 active; AID 651699; in the data active means inhibition above about 36%
# NadD block = blocks S. aureus nicotinate mononucleotide adenylyltransferase; purified NadD enzyme, colorimetric absorbance read-out; inhibition, % at 20 µM; 0.78% of 360,000 active; AID 602399; in the data active means inhibition above about 26%; further: some compounds past the cut are filed as inactive
# MT1-MMP act inh = blocks activation of human MT1-MMP; P50281; HT1080 RFP-PRO-GFP cells, GFP/RFP ratio fluorescence, overnight; percent of plate control window, DMSO zero; GFP/RFP ratio change, % at 20 µM; 0.061% of 360,000 active;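 active means GFP/RFP ratio change of at least 30% with cell ATP level not reduced by more than half and red fluorescence within 50% of control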; further: strong numbers were not always called active
#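 Material: RFP-PRO-GFP reporter HT1080 cells. Dosing: single-point 20 µM compound, 1% DMSO. Controls: DMSO and RFP-L50D-GFP cell wells. Timing: cells overnight before dosing, compound overnight, 37 °C, 5% CO2. Measure: GFP/RFP fluorescence ratio.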
# Rpn11 block = blocks the human proteasome subunit Rpn11 | human 26S proteasome, Ub4-pepOG fluorescence polarization; 20S core pre-blocked with epoxomicin | calls only at 20 µM | 0.59% of 360,000 active;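 active means inhibition at 20 µM, scaled to each plate's controls, above about 33%, limit read from the data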
# FAS TE block = blocks the thioesterase domain of human fatty acid synthase | inhibition, % at 15 µM | recombinant FAS-TE, OMFH fluorogenic substrate, fluorescence endpoint | 0.67% of 360,000 active | P49327 | AID 602261;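 active means compounds whose normalised, plate-corrected inhibition of enzyme fluorescence in the single-dose primary screen is 50% or more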;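 further: 0% = DMSO with enzyme and 100% = substrate without enzyme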
# The depositor's hits bear a star; i = inactive; x = not tested or not shown; + = active, no number; & = joins results of further samples.
SMILES,SKN-1 block,PABP1 MLLE inh,Rin1 Abl inh,CSN deneddyl inh,Neddyl block,NadD block,MT1-MMP act inh,Rpn11 block,FAS TE block
CCOC(=O)C1=C[C@@H](C(C)(C)C)N(S(=O)(=O)c2ccc([N+](=O)[O-])cc2)[C@H]1c1ccccc1,4,2,4,3,i,0,-8,i,36
COc1cc(CN(C)C(=O)C(=O)c2c[nH]c3ccccc23)ccc1O,2,-13,4,1,i,-3,2,i,-8
CCOC(=O)c1c(C)c(C(=O)NCc2ccccn2)c(C)n1C,6,6,2,1,i,-4,-5,i,-2
COc1ccc(C(C2C(=O)CC(C)(C)CC2=O)C2C(=O)CC(C)(C)CC2=O)cc1COCC(F)(F)F,1,5,2,-4,i,-1,-6,i,-7
CC1CCN(C(C(=O)Nc2ccc3c(c2)OCO3)c2ccccc2)CC1 (centres undefined),1,-3,0,-6,i,-8,-1,i,11
CC(C)N(C(=O)Cn1c(SCC(=O)NCc2ccc3c(c2)OCO3)nc2ccccc21)C(C)C,21,-2,-2,0,i,-7,0,i,-6
COc1cc(/C=N/NC(=O)c2cnccn2)cc(OC)c1OC,2,-8,-5,-7,i,0,3,i,-11
CC(OC(=O)c1ccc(Cl)cc1)C(=O)NCC1CCCCC1 (centres undefined),-2,12,4,-4,i,-1,5,i,0
O=C(Cn1cc(C(F)(F)F)ccc1=O)N/N=C/c1cccc(Cl)c1Cl,15,-6,-1,-10,i,-8,1,i,-11
O=C(CN1C(=O)/C(=C/c2ccc(C(F)(F)F)cc2)Sc2ccccc21)NCCCN1CCOCC1,18,3,1,5,i,-9,3,i,2
C[C@@H]1CN([C@H](C)CO)C(=O)CCCn2nncc2CO[C@H]1CN(C)Cc1ccc(-c2ccccc2)cc1,14,-10,0,3,i,3,1,i,-5
N#CCCN1CCN(C(=S)c2ccc(-c3ccc(Cl)cc3)o2)CC1,-10,34,-2,4,i,10,-4,i,4
O=C(OCn1nnc2ccccc2c1=O)C1CCCCC1,-7,0,-1,-4,i,-4,-4,i,12
O=C(NCc1cccs1)c1cc(S(=O)(=O)N2CCOCC2)c(Cl)cc1Cl,-3,0,2,-5,i,-3,6,i,0
CCCc1cc(=O)oc2cc(OCc3cccc(OC)c3)c(Cl)cc12,6,-3,0,5,i,5,5,i,2
Cc1ccc(NC(=O)CN(C)C(=O)CSc2ccccc2F)cc1,-1,37,0,-2,i,2,-1,i,1
COCCNC(=O)Cn1cnc2c(cnn2-c2ccc(OC)cc2)c1=O,-15,-7,4,4,i,-1,-1,i,-2
CN(C(=O)COC(=O)/C=C/c1ccc2c(c1)OCO2)c1c(N)n(Cc2ccccc2)c(=O)[nH]c1=O,9,-5,-2,-2,i,3,1,i,-3
Cc1cccc(-n2c(SCc3ccc(C#N)cc3)nnc2-c2c[nH]c3ccccc23)c1,1,-44,1,0,i,27,0,i,17
CCCCNC(=O)c1cccnc1SCC(=O)Nc1ccccc1OC,4,7,3,-7,i,-2,8,i,-4
Cc1cc(C)n(-c2ccc(C(=O)NC3=NCCS3)cc2)n1,-13,28,-2,4,i,1,-9,i,-13
O=C(c1ccc(Cl)cc1Cl)N1CCOCC1,4,-4,0,-2,i,1,1,i,-7
Cc1nc(NC(=O)C2CC2)sc1C(=O)Nc1cccc(Cl)c1,5,-6,-1,-4,i,-1,3,i,10
CCc1ccc(NC(=O)N(Cc2ccco2)C(C)c2cccs2)cc1 (centres undefined),-15,0,-4,-2,i,0,7,i,21
Fc1ccccc1-c1csc(=Nc2cccnc2)n1CC1CCCO1 (centres undefined),1,12,1,-2,i,0,-2,i,1
CCOC(=O)C1CCCN(c2cc(=O)n(C3CCCCC3)c(=O)[nH]2)C1 (centres undefined),6,-5,-5,3,i,0,3,i,-12
CCN=C1SC(CC(=O)Nc2ccc3c(c2)OCO3)C(=O)N1CC (centres undefined),-4,-5,-1,-3,i,-6,-1,i,-6
Cc1nnsc1-c1nnc(SCC(=O)c2ccc(F)cc2)n1C1CC1,-3,7,-3,-3,i,-5,0,i,-2
CCOC(=O)c1ccc(OCC2NCCc3cc(OC)c(OC)cc32)cc1 (centres undefined),8,10,6,8,i,0,0,i,-7
O=C(NCCN1CCC(n2c(=O)[nH]c3ccccc32)CC1)c1ccc(C(F)(F)F)cc1C(F)(F)F,17,x,x,-3,i,-2,5,x,-8

# A draw from above in order of molecular weight, rising:
SMILES,SKN-1 block,PABP1 MLLE inh,Rin1 Abl inh,CSN deneddyl inh,Neddyl block,NadD block,MT1-MMP act inh,Rpn11 block,FAS TE block
CCOC(=O)c1c(C)c(C(=O)NCc2ccccn2)c(C)n1C,6,6,2,1,i,-4,-5,i,-2
COc1cc(/C=N/NC(=O)c2cnccn2)cc(OC)c1OC,2,-8,-5,-7,i,0,3,i,-11
CC(OC(=O)c1ccc(Cl)cc1)C(=O)NCC1CCCCC1 (centres undefined),-2,12,4,-4,i,-1,5,i,0

# (listing goes on)
SMILES,SKN-1 block,PABP1 MLLE inh,Rin1 Abl inh,CSN deneddyl inh,Neddyl block,NadD block,MT1-MMP act inh,Rpn11 block,FAS TE block
COc1ccc(CC(=O)NCc2n[nH]c(=S)n2-c2ccccc2)cc1,-10,0,1,-4,i,0,4,i,-2
O=C(Cn1cccc1C(=O)c1ccccc1)NCCCc1ccccc1,-11,11,-1,5,i,-10,-1,i,5
COc1ccc(C(=O)C2CCCN(C(=O)c3n[nH]c4c3CCCC4)C2)cc1OC (centres undefined),8,1,0,-2,i,-6,3,i,-5
CCCc1cc(=O)[nH]c(SCC(=O)Nc2ccc(C)c(S(=O)(=O)N3CCCCC3)c2)n1,-2,11,3,2,i,-1,8,i,-1
CCNC(=O)NC(=O)CSc1ccc(S(=O)(=O)N(C)C2CCCCC2)cn1,-10,21,-3,-1,i,0,1,i,2
COCCCN1C(=O)c2ccc(C(=O)Nc3ccccc3OC)cc2C1=O,15,3,-6,2,i,-3,4,i,-2
O=C(NC(=S)Nc1ccccc1O)c1ccccc1Cl,-3,44*,0,-17,i,-4,-3,i,-3
O=C(N/N=C/c1ccco1)c1ccc(OCc2ccccc2)cc1,2,-10,-4,-3,i,-3,0,i,1
Cc1ccc(NC(=O)N2CCCC2C(=O)NCC2CCCO2)cc1 (centres undefined),8,6,0,-2,i,-1,-2,i,-6
Cc1noc(/C=C/N(C)C)c1S(=O)(=O)N(C)Cc1ccc(F)cc1,2,3,2,0,i,-6,0,i,11
COC(CNC(=O)C1CCC(CNS(=O)(=O)c2c(C)cc(C)cc2C)CC1)OC (centres undefined),7,1,3,-1,i,-6,-1,i,-6
Cc1ccc(NN=Nc2nc3c([nH]2)c(=O)n(C)c(=O)n3C)cc1,4,18,0,-3,i,-3,-7,i,-16
C=CCn1c(SCC(=O)NC(=O)NCCC)nnc1C1CCCCC1,2,16,-1,1,i,5,-1,i,0
CN1CCN(c2ccccc2NC(=O)c2ccc(-c3ccccc3[N+](=O)[O-])o2)CC1,-2,6,0,3,i,-6,0,i,3
COc1ccccc1NC(=O)COc1ccc(-c2nn(C)c(=O)c3ccccc23)cc1,18,18,1,0,i,-9,2,i,6

# Shown as a hit in PABP1 MLLE inh (from the list above):
molecule,SKN-1 block,PABP1 MLLE inh,Rin1 Abl inh,CSN deneddyl inh,Neddyl block,NadD block,MT1-MMP act inh,Rpn11 block
O=C(NC(=S)Nc1ccccc1O)c1ccccc1Cl,-3,44*,0,-17,i,-4,-3,i

# (cont.)
SMILES,SKN-1 block,PABP1 MLLE inh,Rin1 Abl inh,CSN deneddyl inh,Neddyl block,NadD block,MT1-MMP act inh,Rpn11 block,FAS TE block
O=C(O)c1ccccc1-c1ccccc1C(=O)Nc1ccccc1Br,4,-3,1,1,i,-4,-6,i,0
COc1ccc(CCNC(=O)c2ccccc2-c2ccccc2C(=O)O)cc1OC,6,9,4,10,i,-5,0,i,-6
O=C(/C=C/c1ccco1)NCC(=O)N/N=C/c1ccccc1[N+](=O)[O-],-1,-2,0,2,i,-3,17,i,8
CCCOc1cccc(NC(=O)c2c(-c3ccccc3)noc2C)c1,28,-7,-2,-2,i,-3,-10,i,13
CCOc1ccc(-c2cccc(NC(=O)c3ccco3)c2)nn1,-3,-3,-5,0,i,-1,2,i,-5
COC(=O)c1sccc1N/N=C/c1ccc(OC)c(OC)c1OC,5,0,0,3,x,-6,0,i,43
Cc1ccc(NC(=O)COC(=O)c2nn(C)cc2Cl)cc1,0,4,1,2,i,0,3,i,-1
Cc1cccc(OCc2nc(C#N)c(N3CC(C)CC(C)C3)o2)c1 (centres undefined),7,-8,-2,1,i,8,-5,i,27
COc1ccc2c(c1)cc1n2CCN2CCCN=C12,6,2,-1,0,x,-4,6,i,-9
Cc1cc(S(=O)(=O)N2CCCC(N(C)CCc3ccccn3)C2)c(C)cc1Cl (centres undefined),-4,-5,2,4,i,-4,-3,i,3
CC(C)Cc1ccc(S(=O)(=O)Nc2ccccn2)cc1,-24,6,1,2,i,-2,-3,i,-1
CC(C)C(=O)N1CCN(CCN=CC2=C(O)CC(c3ccco3)CC2=O)CC1 (centres undefined),-8&-7,-1&-1,4&-3,-1&1,i,4&-1,1&0,i,-2&-11
Cc1cccc(NC(=O)CSc2nnc(-c3ccccc3Br)o2)c1C,16,4,-3,1,i,0,3,i,7
O=C(NCCc1ccccc1)C1CCN(Cc2ccccc2F)CC1,-8,-1,1,-9,i,0,1,i,-10
CC1(C)C2CCC(CN=C(N)CSS(=O)(=O)O)C1C2 (centres undefined),13,18,5,4,i,4,-5,i,-121
Cc1nnc(SCC(=O)N(CC(C)C)c2c(N)n(CC(C)C)c(=O)[nH]c2=O)n1-c1ccccc1,6,-29,-2,-5,i,-5,1,i,-12
Cc1c(C)n(CCCN(C)C)c2ncnc(NC3CCCCC3)c12,14,7,-2,1,i,-9,1,i,0
COCCCN1CN(Cc2ccccc2)CNC1=S,11,-78,0,2,i,3,3,i,-6
CCC(C)NC(=O)Cc1c(OC)ccc2cc(Br)ccc12 (centres undefined),-5,-6,-4,-3,i,-8,1,i,-3
CCc1ccc(C(C)NC(=O)c2cc(C)oc2C)cc1 (centres undefined),18,7,2,1,i,1,0,i,4
COc1cc(NC(=O)Cn2cnc(S(=O)(=O)N3CCCC3)c2)cc(OC)c1OC,18,0,-2,2,i,-4,6,i,-8
O=C(NNc1c(Cl)cc(Cl)cc1Cl)C1CCC1,9,-14,0,1,i,4,3,i,-7
O=C1c2ccccc2C(c2nnnn2Cc2ccccc2)N1Cc1ccc(F)cc1 (centres undefined),5,x,x,6,i,-5,3,x,0
CCSc1nc(=O)n(-c2ccccc2)c(C)c1C(C)=S,12,18,1,3,i,5,1,i,-3
COc1ccc(OCC(=O)NNC(=O)Cn2c(=O)cnc3ccccc32)cc1,-2,19,0,1,i,4,-1,i,-7
COCCCNC(=O)C(C)N1c2cccc3cccc(c23)S1(=O)=O (centres undefined),-2,12,-4,0,+,1,0,i,-4
CC1=CC(=O)C(C(C)=Nc2ccccc2[N+](=O)[O-])C(=O)O1 (centres undefined),17,-1,-5,-5,i,-7,-2,i,-2
CCOc1nc(Nc2ccc(OC)cc2)nc(N2CCOCC2)n1,5,-4,0,-3,i,0,-1,i,-4
O=S(=O)(c1ccc2c(c1)OCCO2)N1CCC(c2nc3ccccc3s2)CC1,1,1,6,6,i,-2,4,i,15
